# Screens deposited in PubChem BioAssay by several laboratories.
# SSB-PriA inh: K. pneumoniae PriA-SSBct interaction inhibition | AlphaScreen SSBct-PriA binding, biotinylated peptide | 430,000 compounds, 0.6% hits | AID 1272365 | inhibition, % at 33 µM; in the data active = inhibition mostly above about 37%, no sharp cut-off; inactive = mostly below about 20%;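 note: plate controls were negative control peptide for no effect and reference peptide for full effect; strong numbers were not always called active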
# Vc quorum ag: inducers of Vibrio cholerae quorum light production without autoinducers. V. cholerae BH1578 lux reporter, luminescence, 6 h. activation, % at 18.7 µM. 350,000 compounds, 0.16% hits. AID 588436; in the data active = activation mostly above about 9.7%, no sharp cut-off; note: not every result past the cut was called active; inactives centre near 0; reference of the scale not given here
# FBA Mtb inh: Mtb fructose-bisphosphate aldolase inhibition; P9WQA3; purified M. tuberculosis FBA, fluorescence read-out; inhibition, % at 1 µM; 360,000 compounds, 2.3% hits; AID 588726; in the data active = inhibition above about 27%;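 note: 0% = vehicle and 100% = reference inhibitor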
# Target sequence (P9WQA3 whole entry, looked up): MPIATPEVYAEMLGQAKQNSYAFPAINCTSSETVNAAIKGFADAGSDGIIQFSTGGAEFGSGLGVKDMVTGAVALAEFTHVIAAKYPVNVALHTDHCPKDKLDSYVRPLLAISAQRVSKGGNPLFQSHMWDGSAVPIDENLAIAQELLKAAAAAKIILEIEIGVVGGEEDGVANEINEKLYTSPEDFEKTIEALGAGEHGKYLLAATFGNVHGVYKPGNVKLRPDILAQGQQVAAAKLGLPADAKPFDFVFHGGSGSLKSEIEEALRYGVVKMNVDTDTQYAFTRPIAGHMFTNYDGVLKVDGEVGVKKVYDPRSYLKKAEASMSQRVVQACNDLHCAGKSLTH
# VHR inh abs: inhibitors of human VHR1 phosphatase (DUSP3). P51452. recombinant VHR phosphatase, pNPP absorbance. inhibition, % at 13.3 µM. 290,000 compounds, 0.52% hits. AID 1654; in the data active = inhibition above about 50%; note: some compounds called inactive have numbers as strong as hits
# 3CLpro inhibitor: SARS-CoV 3CLpro protease inhibition; recombinant SARS-CoV 3CLpro, quenched FRET peptide cleavage; inhibition, % at 6 µM; 290,000 compounds, 0.14% hits; AID 1706; in the data active = inhibition above about 12%
# Mtb BioA inh: blocks M. tuberculosis BioA enzyme activity; purified M. tuberculosis BioA enzyme, plate reader; inhibition, % at 9.99 µM; 360,000 compounds, 0.096% hits; in the data active = inhibition above about 40%
# MazF activator: increases E. coli MazEF RNase cleavage of RNA; FAM/BHQ RNA-DNA oligo cleavage fluorescence, 5 h; activation, % at 20 µM; 350,000 compounds, 0.32% hits; AID 504720; in the data active = activation above about 50%
# Target sequence (P0AE70 whole entry, looked up): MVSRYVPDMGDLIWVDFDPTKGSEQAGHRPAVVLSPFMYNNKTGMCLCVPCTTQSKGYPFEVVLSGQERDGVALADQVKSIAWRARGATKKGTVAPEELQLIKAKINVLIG
# UGM FP inh: Mtb UDP-galactopyranose mutase inhibition; purified UGM, fluorescence polarization probe displacement; inhibition, % at 10 µM; 320,000 compounds, 0.06% hits; in the data active = inhibition above about 10%, passing the limit was not always enough
# Target sequence (P9WIQ1 whole entry, looked up): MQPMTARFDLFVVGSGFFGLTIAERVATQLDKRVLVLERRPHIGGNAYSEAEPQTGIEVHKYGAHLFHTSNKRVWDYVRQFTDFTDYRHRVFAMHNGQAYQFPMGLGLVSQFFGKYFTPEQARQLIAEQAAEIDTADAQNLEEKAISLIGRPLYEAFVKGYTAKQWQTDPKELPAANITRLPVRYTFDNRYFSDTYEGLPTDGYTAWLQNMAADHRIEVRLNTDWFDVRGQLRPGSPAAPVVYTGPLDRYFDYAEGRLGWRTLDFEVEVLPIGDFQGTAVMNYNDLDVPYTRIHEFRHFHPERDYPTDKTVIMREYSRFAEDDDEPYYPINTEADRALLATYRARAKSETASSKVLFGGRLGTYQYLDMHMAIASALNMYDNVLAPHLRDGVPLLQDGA
# GDH-TPI inh: GDH-TPI coupled enzyme inhibition counter-screen; inhibition, % at 4.8 µM; GDH-TPI coupled enzyme counterscreen, NADH absorbance; 360,000 compounds, 1.2% hits; in the data active = inhibition above about 30%;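 note: 0% = DMSO wells and 100% = wells lacking the enzyme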
# Rv3671c protease: inhibitors of M. tuberculosis serine protease Rv3671c. inhibition, % at 5.96 µM. 320,000 compounds, 0.048% hits. AID 2606; in the data active = inhibition above about 38%;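 note: extracellular domain of Rv3671c used as enzyme; 0% = enzyme with DMSO and 100% = no enzyme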
# The depositor's hits bear a star; i = inactive; x = not tested or not shown; & = joins results of further samples. These rows are one share of the data; rates above refer to the full screens.
SMILES,SSB-PriA inh,Vc quorum ag,FBA Mtb inh,VHR inh abs,3CLpro inhibitor,Mtb BioA inh,MazF activator,UGM FP inh,GDH-TPI inh,Rv3671c protease
COC(=O)c1ccc(C2C(C(=O)c3ccc(C)o3)=C(O)C(=O)N2c2cc(C)on2)cc1 (centres undefined),7,i,-4,-8,3,1.9,8,0.3,9,0
CC(C)C(=O)N1CCN(c2ccc(NC(=O)c3ccc([N+](=O)[O-])o3)cc2)CC1,-2,-1.3,-6,8,3,x,1,2.2,2,2
O=C(CSc1nnc(CNC(=O)c2cccs2)o1)NC1CCCCC1,-5,15*,-2,14,2,-4.1,-1,1.9,12,-4
CC(C)N(C(=O)CSc1nnc(C2CC2)n1C1CC1)c1ccccc1,-6,i,2,x,x,0.6,0,x,0,x
COc1ccc(NC(=O)CSc2n[nH]c(-c3ccccc3)n2)cc1S(N)(=O)=O,4,i,-1,x,x,0.0,8,-2.0,0,6
O=C(NC1CCCCCC1)c1cc(=O)[nH]c2ccc(S(=O)(=O)N3CCOCC3)cc12,-6,-0.7,-3,37,6,x,2,0.4,6,7
CC(C)(C)c1ccc(OCC(=O)N(Cc2cccs2)C2CCS(=O)(=O)C2)cc1 (centres undefined),-3,-0.2,1,17,-1,-0.8,5,0.3,1,1
COc1ccc(-n2c(SCC(=O)Nc3ccc([N+](=O)[O-])cc3OC)nc3ccccc32)cc1,-14,6.8,2,0,5,x,-23,x,5,-2
CN(CC(=O)Nc1cccc(F)c1)C(=O)CCCn1c(=O)oc2ccccc21,5,i,3,x,x,x,-4,-1.3,5,2
COc1ccc(-c2cn3cccnc3n2)cc1NC(=O)C(C)Oc1ccccc1 (centres undefined),1,-0.3,122*,7,-9,6.3,17,-3.6,13,-5
O=C(COC(=O)c1ccccc1C(=O)c1ccccc1)Nc1cccc([N+](=O)[O-])c1,-6,2.3,55*,-8,2,-1.0,-8,-2.9,5,-4
COc1ccc(NS(=O)(=O)c2cccc(C(=O)N3CCN(C/C=C/c4ccccc4)CC3)c2)cc1,x,i,-1,x,x,0.7,10,x,-1,x
C=CCN1C(=O)c2ccccc2Sc2ccc(C(=O)NC(C)C)cc21,-9,-0.8,1,22,0,-0.1,4,1.9,1,-3
Cc1ccc(Cl)cc1NC(=O)CSC(N)=O,-7,0.0,-2,-15,-1,-1.1,-6,-2.2,-8,-10
O=c1[nH]c(C2CCN(S(=O)(=O)c3ccccc3)CC2)nc2c1nnn2Cc1c(F)cccc1Cl,-13,i,1,-5,8,0.9,-3,-0.9,6,-18
CCOC(=O)c1cc2c(=O)n3ccccc3nc2n(CCCOC)c1=NC(=O)c1cccnc1,x,x,x,4,-4,x,x,-5.5,x,5
CCc1nnc(NC(=O)CSc2nnnn2C)s1,-5,-0.3,-6,29,-8,x,1,-1.1,11,9
O=C(Nc1ccc(OC(=O)c2ccncc2)cc1)c1ccncc1,-7,-0.4,-2,45,-6,-3.1,0,4.5,2,-2
CCn1c(C(C)NC(C)=O)nc2ccccc21 (centres undefined),-3,-0.6,5,-4,2,-3.2,0,0.5,3,10
Cn1c(CSc2nc3ccccc3s2)nnc1SCC(=O)NCc1cccnc1,-5,-6.7,-3,x,2,1.7,10,-1.1,-6,1
COc1ccc(Cn2nnnc2CN2CCCCCC2)cc1,-5,-0.2,-4,12,0,x,-1,2.1,3,-2
O=C(O)CC1SC(=Nc2ccc(O)cc2)NC1=O (centres undefined),1&-1,-0.3,1,28,1,x,-2,0.1,-8,5
C[C@@H]1CCCCO[C@H](CN(C)Cc2ccc(C(=O)O)cc2)[C@H](C)CN([C@@H](C)CO)C(=O)c2cc(NC(=O)Nc3ccc(C(F)(F)F)cc3)ccc2O1,x,i,5,x,x,1.6&3.2,11,x,6,x
Cc1cc(C)cc(NC(=S)N(Cc2cccc(Br)c2)CC2CCC(C(=O)O)CC2)c1 (centres undefined),4,-0.3,-8,30,-5,0.9,-4,-1.1,-5,-3
O=C(NCc1ccco1)C(c1ccc(F)cc1)N(Cc1cccnc1)C(=O)Cn1nnc2ccccc21 (centres undefined),-15,i,0,-4,0,16,2,-1.9,-2,6
COCCNc1nnc(SCC(=O)NNC(=O)c2ccco2)s1,-10,-0.7,2,x,x,0.7,6,1.9,-3,-14
COCCNC(=O)C1(C)CCN(C(=O)c2nc(C)oc2C)C1 (centres undefined),x,i,2,x,x,-2.5,x,x,8,x
CCOC(=O)c1c(C)[nH]c2ccc(O)cc12,-4,i,2,-8,-2,-1.5,-5,0.3,8,3
CC(C)(C)OC(=O)N[C@@H](Cc1ccccc1)C(=O)N[C@@H](CO)[C@H](O)[C@@H]1C[C@@H]1C(=O)NC1CC1,-3,i,2,17,-2,-2.2,2,2.7,2,-2
CCOC(=O)c1c(NC(=O)Nc2ccc(F)cc2)sc2c1CCN(C)C2,2,i,5,17,-5,x,6,-2.8,20,4
Cc1c(C(=O)N/N=C/c2ccc(-c3ccccc3[N+](=O)[O-])o2)sc(N)c1C#N,x,i,-1,-12,-1,0.8,13,-2.3,19,-36
CCCCNC(=O)C1CCCN1C(=O)Nc1ccccc1 (centres undefined),-2,-0.4,-1,22,-5,0.3,4,0.0,2,3
CCN(CC)c1ccc(NC(=O)c2ccc(NC(=O)C3CCCO3)cc2)c(C)c1 (centres undefined),-11,-1.7,-2,8,2,-1.2,2,1.5,1,-3
C=CCNC(=O)CC(=O)N/N=C/c1ccc(C(=O)OC)cc1,x,5.3,0,9,2,x,7,2.8,0,7
O=C(Nc1ccccc1N1CCCC1)c1ccc(F)c(S(=O)(=O)N2CCOCC2)c1,9,-1.0,-1,x,x,-0.1,4,-1.0,13,8
Cc1cccc(-c2sc(Nc3ccccc3)n[n+]2-c2ccccc2)c1,6,-0.6,-1,x,x,-1.0,-9,-0.4,-6,-1
CCOC(=O)c1ccc(CNC(=O)C(Cc2c[nH]c3ccccc23)NC(C)=O)o1 (centres undefined),-16,-5.4,4,16,-3,-0.3,-1,-0.4,1,-3
COc1ccccc1CNC(=O)c1cc2ccccc2oc1=O,3,-3.2,3,14,2,-2.0,1,-1.2,8,-8
Cc1ccc(OCC(=O)Nc2ccc(-c3nnc(-c4ccco4)o3)cc2)cc1,-14,-0.2,10,27,-1,-1.5,-19,-0.4,13,-5
Fc1ccc(-c2nnc3ccc(N4CCc5ccccc5C4)nn23)cc1,2,x,6,-14,1,1.4,-1,-1.9,19,-13

# Looked up by structure from above:
SMILES,SSB-PriA inh,Vc quorum ag,FBA Mtb inh,VHR inh abs,3CLpro inhibitor,Mtb BioA inh,MazF activator,UGM FP inh,GDH-TPI inh,Rv3671c protease
COCCNc1nnc(SCC(=O)NNC(=O)c2ccco2)s1,-10,-0.7,2,x,x,0.7,6,1.9,-3,-14
CC(C)(C)OC(=O)N[C@@H](Cc1ccccc1)C(=O)N[C@@H](CO)[C@H](O)[C@@H]1C[C@@H]1C(=O)NC1CC1,-3,i,2,17,-2,-2.2,2,2.7,2,-2
CCOC(=O)c1cc2c(=O)n3ccccc3nc2n(CCCOC)c1=NC(=O)c1cccnc1,x,x,x,4,-4,x,x,-5.5,x,5
Cc1cccc(-c2sc(Nc3ccccc3)n[n+]2-c2ccccc2)c1,6,-0.6,-1,x,x,-1.0,-9,-0.4,-6,-1

# Remaining list, next part:
SMILES,SSB-PriA inh,Vc quorum ag,FBA Mtb inh,VHR inh abs,3CLpro inhibitor,Mtb BioA inh,MazF activator,UGM FP inh,GDH-TPI inh,Rv3671c protease
NNC(=O)c1nnn(-c2nonc2N)c1CN1CCc2ccccc2C1,-16,-0.7,-1,20,4,x,4,1.1,5,1
CC1CN(Cc2ccccc2)C(=S)NC1=O (centres undefined),-4,i,-1,x,x,x,4,x,-11,x
Cc1cccc(NC(=S)N2CCCN(c3ncccc3[N+](=O)[O-])CC2)c1,13,-0.6,-4,27,-2,0.4,-5,-0.4,18,3
CCOCCc1nnc(NC(=O)Cc2ccccc2)s1,-7,i,2,0,-2,-1.5,4,0.1,9,-1
CC(C)NS(=O)(=O)c1ccc(NC(=O)CCc2ccccc2)cc1,3,-0.2,0,23,0,-9.2,3,0.3,-3,-5
CCOc1ccc(CCNC(=O)COC(=O)c2cccc(S(=O)(=O)N3CCCCC3)c2)cc1OCC,-9,i,2,x,x,x,-4,0.4,-6,-6
O=C(Nc1ccccc1N1CCOCC1)c1ccc2ccccc2n1,-8,11,-4,-15,-3,0.7,9,-1.7,19,-22
COc1ccc(/C=N/NC(=O)c2ccc(Cl)c(S(N)(=O)=O)c2)cc1OCC(N)=O,i,-0.5,2,-7,-9,0.5,-3,0.8,30,-2
CNC(=O)NC(=O)COc1ccc2oc3c(c2c1)CCCC3,1,-0.2,-1,12,-6,9.3,4,2.2,-6,-3
O=C(c1ccco1)N1CCN(S(=O)(=O)c2cccs2)CC1,-2,-6.2,-2,8,-3,-1.6,8,-1.2,7,-3
C=CCn1c(Cc2csc(N)n2)nnc1SCc1ccc(C(=O)OC)cc1,6,i,-4,26,5,1.8,5,-3.1,-4,-2
Cc1c(NC(=O)c2coc(=O)c(Br)c2)c(=O)n(-c2ccccc2)n1C,-15,-0.2,24,32,3,x,-7,-1.0,-3,-4
Cn1c(=O)c2[nH]c(N=NN3CCCCC3)nc2n(C)c1=O,-6,i,-7,x,x,0.3,20,x,54*,x
O=C(NN=Cc1ccc2c(c1)CCC2)c1cccc([N+](=O)[O-])c1,x,3.0,1,x,x,-2.3,7,x,20,x
Cc1cccc(C(=O)OCC(=O)NCCN2C(=O)CSC2=O)c1[N+](=O)[O-],2,i,0,x,x,-1.2,6,0.2,-2,8
Cn1cccc1C(=O)N1CCc2ccccc2C1,-1,-0.5,0,19,3,-0.9,0,-1.8,4,10

# Taken from above.
# UGM FP inh with NNC(=O)c1nnn(-c2nonc2N)c1CN1CCc2ccccc2C1 reads 1.1
# Vc quorum ag with CNC(=O)NC(=O)COc1ccc2oc3c(c2c1)CCCC3 reads -0.2
# MazF activator with CC(C)NS(=O)(=O)c1ccc(NC(=O)CCc2ccccc2)cc1 reads 3
